LAP4 TOR yeast – yeast TOR pathway LAP4-GFP modulation; 0.34% of 320,000 active; AID 2023; GFP response vs DMSO, % at 10 µM; S. cerevisiae LAP4-GFP multiplex, flow cytometry GFP, 3 h; median GFP as percent of DMSO wells;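 active = GFP response vs DMSO above a set limit, about the screen mean plus 3 SD, cut at about 150% in these data; inconclusive = under 70 cell events counted for the yeast strain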
GASC-1 inh – human JMJD2C demethylase inhibition. Q9H3R0. GST-JMJD2C(1-420) H3K9me3 demethylation, DELFIA europium. inhibition, % at 2.35 µM. 0.069% of 330,000 active;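 active = more than half of a compound's replicate wells show inhibition beyond 50%, single wells judged on their own value; inconclusive = some, but no more than half, of replicates pass 50% inhibition; inactive = no replicate passes 50% inhibition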;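 also: signal counts dimethyl H3K9 product captured on neutravidin plate; 0% = median of DMSO wells and 100% = 0.3 times that DMSO median; strong numbers were not always called active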
Target sequence (Q9H3R0 1-420 limits assumed): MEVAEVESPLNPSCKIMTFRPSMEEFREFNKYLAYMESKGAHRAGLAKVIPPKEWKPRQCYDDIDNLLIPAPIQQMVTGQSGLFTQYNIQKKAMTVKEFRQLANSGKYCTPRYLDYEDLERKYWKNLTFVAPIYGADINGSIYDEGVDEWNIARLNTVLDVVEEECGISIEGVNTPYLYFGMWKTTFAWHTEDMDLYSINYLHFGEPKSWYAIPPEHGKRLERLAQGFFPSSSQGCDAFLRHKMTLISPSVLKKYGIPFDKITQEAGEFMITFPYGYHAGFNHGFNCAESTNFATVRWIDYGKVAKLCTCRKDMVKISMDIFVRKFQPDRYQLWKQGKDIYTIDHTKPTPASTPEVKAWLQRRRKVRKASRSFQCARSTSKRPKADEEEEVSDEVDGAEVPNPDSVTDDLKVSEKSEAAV
Yeast superoxide – yeast age-related superoxide inhibition as caloric restriction mimetic; 0.18% of 330,000 active; S. cerevisiae aged cells, superoxide DHE fluorescence; hits give low values; AID 2690; superoxide response (% of plate mean), % at 10 µM;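 active = superoxide response under a set limit, about three screen SD below normal, cut at about 65% in these data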;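 also: yeast aged for seven days with compound at 30 °C before DHE staining; 100% = average MFI of all compound-treated wells on the plate with controls excluded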
AHR activator – human AHR activation; P35869; AHR-responsive luciferase reporter cells, luminescence; activation, % at 5 µM; 2.5% of 320,000 active; AID 2796; in the data active = activation above about 47%;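 also: 0% = vehicle wells and 100% = reference agonist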
MEP2 TOR yeast – yeast TOR pathway MEP2-GFP modulation; 0.51% of 330,000 active; GFP response vs DMSO, % at 10 µM; S. cerevisiae MEP2-GFP strain, flow cytometry GFP, 3 h; 100% = DMSO control level;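 active = GFP response versus DMSO above a set limit, roughly screen mean plus 3 SD, cut at about 180% in these data; inconclusive = fewer than 70 cells counted for a yeast strain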;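 also: median GFP fluorescence of the barcode-gated MEP2-GFP cells per well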
RPL19A-GFP yeast – modulators of TOR pathway RPL19A-GFP in S. cerevisiae. percent response vs DMSO, % at 10 µM. S. cerevisiae RPL19A-GFP strain, flow cytometry, 3 h; hits give low values. 0.3% of 330,000 active;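 active = percent response vs DMSO below 50%; inconclusive = fewer than 70 events counted for the yeast strain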;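 also: median channel GFP fluorescence of the barcoded RPL19A-GFP strain; ratio of sample median GFP to plate DMSO average so 100% = DMSO; lower means less RPL19A-GFP as with rapamycin TOR inhibition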
procasp7 counter – counter-screen for procaspase-3 activators: activators of human procaspase-7. P55210. recombinant procaspase-7, Ac-DEVD-pNA absorbance 405 nm; D23A/D198A/D206A triple mutant, cannot self-cleave; scale: DMSO 0, 5 µM enzyme 100. activation, % at 8.5 µM. 0.093% of 330,000 active. AID 463210;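 active = percent activation above the screen-wide mean plus 3 SD, cut at about 25% in these data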
Target sequence (P55210 whole entry D23A/D198A/D206A): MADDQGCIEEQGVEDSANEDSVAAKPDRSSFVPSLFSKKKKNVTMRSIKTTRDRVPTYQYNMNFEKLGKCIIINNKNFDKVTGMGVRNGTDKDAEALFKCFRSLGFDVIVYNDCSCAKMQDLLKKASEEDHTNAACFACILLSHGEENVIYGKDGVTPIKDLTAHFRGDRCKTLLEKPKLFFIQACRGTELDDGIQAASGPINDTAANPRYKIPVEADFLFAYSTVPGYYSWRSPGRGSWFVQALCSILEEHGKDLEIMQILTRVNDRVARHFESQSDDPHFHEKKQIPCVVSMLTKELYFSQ
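Material: Procaspase-7 triple mutant (PC-7 D3A) | Quantity: 2 µM procaspase-7 mutant as dispensed | Reagent: DEVD-pNA substrate | Times: 1 h preincubation, 2 h reaction | Technique: 405 nm absorbance of p-nitroaniline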
proCasp3 act – activators of human procaspase-3; P42574; recombinant procaspase-3 D3A, Ac-DEVD-pNA absorbance 405 nm; activation, % at 8.5 µM; 0.11% of 330,000 active; AID 463141;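 active = activation above the mean of all tested compounds plus 3 SD, cut at about 21% in these data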;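 also: 0% = DMSO alone and 100% = DMSO wells spiked with extra 5 µM PC-3 D3A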
Target sequence (P42574 whole entry D9A/D28A/D175A): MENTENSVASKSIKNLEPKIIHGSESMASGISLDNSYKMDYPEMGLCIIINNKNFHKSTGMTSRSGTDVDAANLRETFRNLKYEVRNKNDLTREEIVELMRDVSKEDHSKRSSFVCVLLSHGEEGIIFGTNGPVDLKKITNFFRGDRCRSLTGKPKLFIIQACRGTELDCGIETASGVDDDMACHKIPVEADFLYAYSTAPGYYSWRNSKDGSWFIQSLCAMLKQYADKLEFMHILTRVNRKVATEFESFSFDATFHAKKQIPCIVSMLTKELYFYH
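Test system: Procaspase-3 D3A mutant, all three cleavage aspartates alanine | Dosing: Single dose, 8.5 µM nominal compound, 0.8% DMSO | Schedule: 1 h preincubation, 2 h reaction | Technique: 405 nm absorbance of p-nitroaniline, reads at 0 and 120 min | Repeats: One well per compound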
Starred values were filed as active, the others as inactive; u = inconclusive; x = not tested or not shown; [ ] = another dose, or the depositor's remark.

SMILES	LAP4 TOR yeast	GASC-1 inh	Yeast superoxide	AHR activator	MEP2 TOR yeast	RPL19A-GFP yeast	procasp7 counter	proCasp3 act
C=CCNC(=O)CSc1ccc(Cl)cc1	97	-8	117	4	95	90	0	4
Cc1cccc(NC(=O)COC(=O)c2ccc(C)c(S(=O)(=O)N3CCCCC3)c2)c1	99	-9	146	1	101	102	7	1
Cn1nnnc1SCC(=O)N1CCN(S(=O)(=O)c2ccccc2)CC1	92	3	84	2	107	99	7	5
Cc1cc(C)c(C)c(S(=O)(=O)N2CCC(C(=O)NCC(c3ccccc3)N(C)C)CC2)c1C (stereo not given)	88	1	94	1	99	97	17	1
CC1=NNC(=O)C1Cc1c(Cl)cccc1Cl (stereo not given)	99	-7	98	1	103	101	-11	3
c1ccc(CCc2nc(-c3ccccc3)no2)cc1	u	-9	93	-5	u	u	14	6
COc1cccc(C(=O)OCC(=O)NCc2ccc3c(c2)OCO3)c1OC	96	8	80	1	106	102	3	9
COc1ccccc1N1CCN(/N=C\c2ccc(C)o2)CC1	99	-3	100	0	94	97	-14	-11
CCc1ccc[n+](-c2[nH]c(=O)sc2/C=N/N=C(\[O-])c2cccnc2)c1	84	19	94	6	92	94	-9	-7
CCOC(=O)c1cccc(NC(=O)c2c(N)n(C)c(=O)[nH]c2=O)c1	101	10	108	5	112	96	-5	-10
Cc1nc2scc(C)n2c(=O)c1S(=O)(=O)Nc1ccc(OC(F)(F)F)cc1	108	3	99	3	101	97	3	5
O=C(Nc1ccccc1O)C(c1ccccc1)c1ccccc1	98	-2	101	2	108	99	13	8
COC(=O)C1=C(C(=O)OC)[C@]2([C@H]3CCCCN[C@@H](Cc4ccccc4)C(=O)N3Cc3ccccc3)C=C[C@H]1O2	109	x	104	2	102	102	0	0
Cc1ccc2cn[nH]c2c1NC(=S)NC(=O)c1ccccc1	104	5	99	14	108	110	3	14
O=C(N/N=C/C=C/c1ccco1)c1cccnc1	96	38	94	5	90	87	1	-2
C[C@H]1CN([C@@H](C)CO)C(=O)c2cccc(NC(=O)C3CC3)c2O[C@H]1CN(C)CC1CCCCC1	117	x	84	0	98	97	-5	3
CC(NC(=S)Nc1ccc(OC(F)F)cc1OC(F)F)C(C)(C)C (stereo not given)	87	6	93	10	65	96	-4	2
COc1nc(NC(C)=O)nc(C)c1Br	93	-5	87	-2	97	98	9	-1
CCCN1CNC(=S)N(c2ccccc2C)C1	110	-5	87	1	95	97	5	2
CC1=C(C(=O)OCC2CCCO2)C(c2ccc(C)cc2)C2=C(CC(C)(C)CC2=O)N1 (stereo not given)	101	1	84	3	108	110	-8	5
Cc1ccc(S(=O)(=O)NCC(=O)OCC(=O)Nc2cccc(S(=O)(=O)N3CCOCC3)c2)cc1	96	6	83	-1	99	102	0	9
CCN(CC(=O)NCc1ccc(Cl)cc1)C(=O)CN1C(=O)NC(CC)(c2ccccc2)C1=O (stereo not given)	98	22	97	0	97	101	14	7
CS(=O)(=O)c1ccccc1-c1nnc(NC(=O)COc2ccc(Cl)cc2)o1	98	5	100	-2	94	99	0	11
CC(C)(C)c1ccc(S(=O)(=O)Nc2ccc(Cc3ccncc3)cc2)cc1	84	-1	103	0	97	102	8	-12
COc1ccc(C(=O)OCC(=O)NC(C)CCc2ccccc2)cc1OC (stereo not given)	92	0	113	1	107	98	-5	0
Later entries
SMILES	LAP4 TOR yeast	GASC-1 inh	Yeast superoxide	AHR activator	MEP2 TOR yeast	RPL19A-GFP yeast	procasp7 counter	proCasp3 act
Cc1sc2ncnc(N3CCN(S(=O)(=O)c4ccc(Br)cc4)CC3)c2c1C	86	1	108	0	97	97	-5	8
c1ccc(-c2ccccc2OCCN2CCOCC2)cc1	96	4	100	0	101	102	3	-3
Cc1ccc(S(=O)(=O)N2CCC(C(=O)NNS(=O)(=O)c3ccc(Cl)cc3)CC2)cc1	98	4	102	0	93	97	-3	3
CC(C)CNC(=O)COC(=O)CCC(=O)c1ccc(F)cc1	85	8	99	-3	104	96	11	9
COC(=O)c1ccccc1NC(=O)COC(=O)c1ccccc1N=Nc1ccc(N(C)C)cc1	99	-3	93	2	107	98	-10	-17
CC(=O)Nc1ccc(S(=O)(=O)Nc2ccc(S(=O)(=O)N3CCCCCC3)cc2)cc1	110	0	102	2	98	98	3	4
O=c1cc(CS(=O)(=O)c2ccccc2)nc(-c2ccncc2)[nH]1	97	4	109	0	94	95	2	-1
CCCOc1ccccc1/C=C1/C(=O)ON=C1C	100	-8	98	3	87	101	-1	3
CSCCNCc1cn(-c2ccc(F)cc2F)nc1-c1ccccc1C	100	2	82	4	113	92	2	3
COc1ccc(-n2c3c(cc(C(=O)NCc4ccco4)c2=O)C(=O)CC(C)(C)C3)cc1	96	-6	84	1	97	96	-5	-1
COC(=O)[C@@H]1C[C@H]1[C@@H](NS(=O)(=O)c1ccccc1)c1ccccc1	103	-1	100	1	100	99	-4	2
COc1ccccc1/C=N/NC(=O)C(C)Cn1cnc2ccccc21 (stereo not given)	92	4	87	34	103	104	-6	8
CC(C)(C)c1csc(NC2=NS(=O)(=O)c3ccccc32)n1	100	0	100	10	97	95	4	3
CCOC(=O)CN(C(=O)CN1CCC(n2nnc3cc(C)ccc32)CC1)c1ccccc1	92	-3	104	9	96	94	-11	-7
COc1ccc(-c2csc(/C=C/c3ccc4c(c3)OCO4)n2)cc1OC	97	8	98	54*	108	105	-28	-18
Cc1ccc(C(C(=O)NC2CCCCC2)N(Cc2ccco2)C(=O)Cc2c[nH]c3ccccc23)o1 (stereo not given)	87	6	98	2	101	100	5	-4
COc1cccc(CNC(=O)c2c(C)nn(-c3ccccc3)c2C)c1	97	-8	98	-2	103	101	14	3
CN(C)CCNC(=O)c1cccc(S(=O)(=O)Nc2ccc(F)cc2)c1	106	-13	110	1	97	96	2	-2
CCOc1ccc(OCC)c(NC(=O)Nc2ccc3c(c2)N(C)C(=O)CS3)c1	101	1	108	23	107	98	-6	0
CN(C(=O)/C=C/c1ccco1)c1ccccc1C(=O)O	118	-28	97	1	103	101	4	5
CCc1ccc(NC(=O)NNC(=O)CCc2ccccc2)cc1	76	2	109	3	99	108	0	8
CCc1nn(CC(=O)NCCCN2CCN(C)CC2)c(=O)c2cc3sc(C)cc3n12	101	-11	95	-2	99	98	-4	3
CCOC(=O)c1nn(-c2sc(C(=O)OC)c(C)c2C(=O)OC)cc1O	116	4	83	2	102	96	5	8
COc1ccc(CNC(=O)C(CC(C)C)NC(=O)c2ccccc2C)cc1 (stereo not given)	74[may fluoresce violet]	16	101	8	200*[may fluoresce violet]	51[may fluoresce violet]	-3	3
CCOC(=O)C1CCN(C(=O)CNC(=O)c2nn(-c3ccc(OC)cc3)c(=O)c3ccccc23)CC1	94	5	110	0	86	98	-3	3

Retrieved by compound from the list above:
SMILES	LAP4 TOR yeast	GASC-1 inh	Yeast superoxide	AHR activator	MEP2 TOR yeast	RPL19A-GFP yeast	procasp7 counter	proCasp3 act
CC(C)CNC(=O)COC(=O)CCC(=O)c1ccc(F)cc1	85	8	99	-3	104	96	11	9
CCOC(=O)C1CCN(C(=O)CNC(=O)c2nn(-c3ccc(OC)cc3)c(=O)c3ccccc23)CC1	94	5	110	0	86	98	-3	3
CCOc1ccc(OCC)c(NC(=O)Nc2ccc3c(c2)N(C)C(=O)CS3)c1	101	1	108	23	107	98	-6	0
COc1ccccc1/C=N/NC(=O)C(C)Cn1cnc2ccccc21 (stereo not given)	92	4	87	34	103	104	-6	8
Cc1sc2ncnc(N3CCN(S(=O)(=O)c4ccc(Br)cc4)CC3)c2c1C	86	1	108	0	97	97	-5	8

The list goes on:
SMILES	LAP4 TOR yeast	GASC-1 inh	Yeast superoxide	AHR activator	MEP2 TOR yeast	RPL19A-GFP yeast	procasp7 counter	proCasp3 act
O=C(NC(=S)NCC1CCCO1)c1ccc(Br)o1 (stereo not given)	105	4	94	12	101	98	0	-3
CC(C)(C)c1ccc(N2C(=O)CC(C/C=C/c3ccccc3)C2=O)cc1 (stereo not given)	105	-1	90	0	101	106	4	4
CC1CCN(C(=O)CN2c3cccc4cccc(c34)S2(=O)=O)CC1	105	x	103	2	98	101	1	-5
CS(=O)(=O)N(Cc1ccc(Cl)cc1)c1ccc(C(=O)N2CCN(c3ccccc3)CC2)cc1	98	2	113	4	94	98	-14	-11
OC1(c2ccc3c(c2)OCO3)CCN(Cc2ccccn2)CC1	96	14	99	5	100	96	10	-8
CCOc1ccc(NC(=O)CCN2CCN(c3ccccc3F)CC2)cc1	112	0	115	1	108	105	9	11
COc1ccc(CN2CCC(C(=O)N3CCCC(C)C3)CC2)cc1OC (stereo not given)	96	-13	71	-1	99	96	-1	-1
CC1CCCCC12NC(=O)N(CC(=O)N1CCN(C(=O)c3cccs3)CC1)C2=O (stereo not given)	106	x	95	0	102	102	3	10
NS(=O)(=O)c1ccc(NC(=S)N2CCN(c3ccc(Cl)c(Cl)c3)CC2)cc1	102	2	94	-6	102	96	-6	-19
COc1ccc(C(=O)C[n+]2cn(C(F)F)c3ccccc32)c(F)c1	113	38	110	17	98	96	6	-2
CN(C)CCCNc1nc(N)c([N+](=O)[O-])c(NCCO)n1	106	7	98	-2	96	97	-11	-10
CN(C)S(=O)(=O)c1cccc(NC(=S)NCCc2ccccn2)c1	108	8	96	-1	93	96	-4	2
CCc1ccccc1C1C(=O)c2ccccc2C1=O	98	5	96	-2	101	107	6	-12
Cc1ccc(NC(=O)c2ccc(Cn3cc([N+](=O)[O-])cn3)cc2)c(C)c1	94	-1	95	2	105	102	2	7
O=C(NC12CC3CC(CC(C3)C1)C2)c1cc([N+](=O)[O-])ccc1N1CCOCC1	96	-4	128	-3	100	107	-16	-26
Cc1ccn2c(Nc3ccc4c(c3)OCO4)c(-c3ccc(O)cc3)nc2c1	107	3	94	8	100	98	-9	-3
O=C(O)C1CCCN1c1nc(C(F)(F)F)nc2ccccc12 (stereo not given)	117	-26	104	1	106	107	6	1
C=CCN(CC=C)CCCOc1ccc(C)cc1OC	95	-1	193	5	103	109	-4	5
Cn1c(=O)c2c(nc(Sc3ccccc3N)n2C)n(C)c1=O	103	15	96	25	101	102	9	2
C(#Cc1c(-c2ccsc2)sc2ccccc12)c1ccsc1	97	-3	106	72*	99	98	-9	4
CCCCc1nc(SCC(=O)N2CCCCC2)c2c(=O)n(C)c(=O)n(C)c2n1	106	3	104	3	97	94	5	9
COc1cc(/C=C/C(=O)O)cc(OC)c1	89	3	93	-1	100	110	-2	0
Cc1ccc(S(=O)(=O)NC2CCCCC2)cc1	120	11	123	-1	107	100	14	9
CCN(CCCNC(=O)C1CCN(S(=O)(=O)c2cnc[nH]2)CC1)c1ccccc1	95	-3	99	0	106	101	0	2
O=C(COC(=O)CCSc1ccccc1)NCc1ccccc1	85	-16	127	3	91	95	1	-1
C/C(=N/NC(=O)CNC(=O)COc1ccccc1)c1ccc(Cl)cc1	90	-1	102	10	97	97	-1	-5
CCn1c(SCC(=O)Nc2nc3ccccc3s2)nnc1-c1ccc(OC)cc1	94	0	103	17	100	92	-2	1
CC1(C)Cc2cccc(OCC(=O)OCC(=O)Nc3ccc(C(N)=O)cc3)c2O1	102	2	113	0	101	95	0	-5
COc1ccc(CCNC(=O)CN2CCC(C(N)=O)CC2)cc1	104	8	115	-1	108	99	2	15
